aDG glyco up – alpha-DG glycosylation activation. Pro5-aDG cells, alpha-DG glycosylation AlphaScreen (IIH6); 0% Pro5, 100% B10-LARGE cell signal. activation, % at 10 µM. 360,000 compounds, 0.22% hits;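 active means activation of at least 8% versus controls, or a plate z-score of at least 8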;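 further: Pro5 are CHO cells carrying HIG-tagged alpha-DG that lacks glycosylation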
NR2E3 ag-1 – NR2E3 (human) agonism; Q9Y5X4; GST-NR2E3/biotin-RetCOR TR-FRET, 1536-well; inhibition of corepressor binding, % at 4.78 µM; 320,000 compounds, 0.12% hits; AID 2300;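 active means percent inhibition above the cutoff of mean plus 3 SD of all tested compounds, set per screening campaign, cut at about 20% in these data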;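 further: 0% = DMSO wells and 100% = biotin wells as full block of FRET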
Target sequence (Q9Y5X4 whole entry, looked up): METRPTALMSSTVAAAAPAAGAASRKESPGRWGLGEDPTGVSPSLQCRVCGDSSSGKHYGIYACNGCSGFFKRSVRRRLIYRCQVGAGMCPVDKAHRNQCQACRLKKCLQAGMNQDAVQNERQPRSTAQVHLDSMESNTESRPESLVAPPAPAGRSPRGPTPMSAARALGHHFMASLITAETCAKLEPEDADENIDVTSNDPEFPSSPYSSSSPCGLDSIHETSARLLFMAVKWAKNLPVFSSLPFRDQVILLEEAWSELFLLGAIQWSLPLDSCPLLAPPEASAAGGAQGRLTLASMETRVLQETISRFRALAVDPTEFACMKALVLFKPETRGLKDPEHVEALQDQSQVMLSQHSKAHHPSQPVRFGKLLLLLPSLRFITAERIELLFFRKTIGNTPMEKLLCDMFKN
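Assay system: NR2E3–RetCOR corepressor complex. Quantity: 1.35 nM GST-NR2E3. Buffer or medium: pH 7.5 Tris-based buffer. Reagent: biotinylated RetCOR corepressor at 7 nM final. Schedule: 5 h at 4 °C. Detection: TR-FRET, emission read at 617 and 671 nm. Replicates: one well per compound, singlicate testing.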
HIF-2a inh – HIF-2a inhibition; inhibition, % at 18.8 µM; 786-0 RCC cells HIF-2a reporter, luciferase luminescence, overnight; 360,000 compounds, 0.72% hits;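 active means inhibition of the luminescence signal of 40% or more relative to plate controls, in a single-dose primary screen at 18.75 µM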
hiPSC survival – enhancers of human iPSC single-cell survival. hiPSC single-cell survival, ATPlite luminescence; 100% = ROCK inhibitor wells, 0% = DMSO. survival enhancement, % at 20 µM. 360,000 compounds, 0.044% hits. AID 602274; in the data active means survival enhancement above about 18%;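 further: cells exposed to compounds for 16 hours before the ATP read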
CaV13 ICDI inh – Primary screen for inhibitors of IQ motif and Ca2+-dependent inactivation inhibitor domain binding in CACNA1D, Förster resonance energy transfer in living cells, … | HEK cells, CFP/YFP FRET ICDI-IQ, plate reader, 10 min; percent FRET-ratio fall versus neutral wells | inhibition, % at 12.3 µM | 340,000 compounds, 0.098% hits;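 active means mean replicate inhibition of at least 30% and at least 1% of replicates passing that level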;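 further: 0% = median of the neutral control wells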
Vif imaging – inhibitors of HIV Vif. HEK293T cells, Vif self-association by quenched fluorescence, imaging, 24 h. inhibition, % at 7.49 µM. 340,000 compounds, 0.35% hits. AID 602346; in the data active means inhibition above about 50%, passing the limit was not always enough; further: some results filed as inactive read as strong as hits
MITF TRPM1 inh – inhibitors of MITF-driven TRPM1 promoter in melanoma cells. inhibition, % at 12.5 µM. SK-MEL-5 TRPM1 promoter luciferase, 24 h. 330,000 compounds, 0.83% hits. AID 488899;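 active means mean inhibition across replicates of 60% or more, whatever share of single replicates reaches that level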; further: values of inactives mirror those of a sister screen read the other way
NR2E3 ag-2 – human photoreceptor-specific nuclear receptor agonism; inhibition of corepressor binding, % at 3.98 µM; 360,000 compounds, 0.35% hits; CHO-S Gal4-NCOR/VP16-NR2E3 two-hybrid, luciferase; AID 602229;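 active means inhibition above the mean of all tested compounds plus 3 SD, cut at about 70% in these data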;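 further: 0% = DMSO with NR2E3 transfected cells and 100% = cells lacking NR2E3 construct; higher means lower luciferase signal from less NR2E3 corepressor binding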
Granule exo inh – blocks lytic granule exocytosis. 360,000 compounds, 0.66% hits. AID 651702. inhibition, % at 10 µM. TALL-104 LAMP-1 surface exposure, flow cytometry; cells stimulated with thapsigargin and PMA;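 active means inhibition above about 55%, limit read from the data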
Peg3 promoter – inhibitors of Peg3 promoter | HeLa PEG-Prom luciferase reporter, luminescence, overnight | inhibition, % at 20 µM | 360,000 compounds, 1.7% hits;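 active means inhibition of at least 50% at 20 µM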
PDI turbidity – blocks human protein disulfide isomerase activity. P07237. PDI insulin aggregation turbidity, A650, 90 min. inhibition, % at 10 µM. 350,000 compounds, 0.052% hits;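 active means mean inhibition across replicates of 30% or more, whatever share of single replicates reach that level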;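 further: absorbance from insulin aggregation driven by PDI reduction with DTT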
Target sequence (P07237 whole entry, looked up): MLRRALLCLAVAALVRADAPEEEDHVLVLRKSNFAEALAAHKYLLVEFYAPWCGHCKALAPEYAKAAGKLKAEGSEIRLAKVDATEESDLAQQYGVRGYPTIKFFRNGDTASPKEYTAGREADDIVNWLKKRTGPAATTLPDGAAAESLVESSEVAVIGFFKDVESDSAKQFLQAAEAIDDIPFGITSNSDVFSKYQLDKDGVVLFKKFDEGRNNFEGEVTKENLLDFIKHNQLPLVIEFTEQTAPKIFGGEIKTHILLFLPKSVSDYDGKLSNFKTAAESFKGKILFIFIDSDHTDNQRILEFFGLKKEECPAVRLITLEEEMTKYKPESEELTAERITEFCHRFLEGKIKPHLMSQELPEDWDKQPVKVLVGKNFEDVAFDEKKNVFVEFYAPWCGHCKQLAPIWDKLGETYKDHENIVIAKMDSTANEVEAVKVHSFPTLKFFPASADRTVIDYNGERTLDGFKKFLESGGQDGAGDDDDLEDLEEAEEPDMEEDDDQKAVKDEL
The depositor's hits bear a star; · = not tested or not shown.

SMILES	aDG glyco up	NR2E3 ag-1	HIF-2a inh	hiPSC survival	CaV13 ICDI inh	Vif imaging	MITF TRPM1 inh	NR2E3 ag-2	Granule exo inh	Peg3 promoter	PDI turbidity
CC(=O)c1cccc(NC(=O)CN(c2ccc(F)cc2)S(C)(=O)=O)c1	0.0	0	-14	2.7	·	5	2	-20	10	6	-5
CCOC(=O)[C@]12CCC=C1N(Cc1cccc3ccccc13)C(=O)[C@H](CC(=O)N1CCCC1)C2	0.2	·	8	-0.1	-1	·	·	-8	-6	·	·
Cc1ccc2c(c1)CCCN2C(=O)c1cc2ccccc2oc1=O	0.2	-2	10	-1.2	-7	-5	-5	-2	1	4	7
COc1ccc(/C=C/C(=O)C23CC4CC(CC(C4)C2)C3)cc1CN1CCOCC1	0.4	2	44*	-1.2	-2	-2	-2	-15	-4	48	0
O=C(CCn1nnnc1CN1CCOCC1)N1CCC(c2cccc(Cl)c2)C1 (stereo unspecified)	0.1	1	23	0.2	-5	4	14	-20	1	0	-2
Cc1ccc(-c2nc3s/c(=C\c4ccco4)c(=O)n3n2)cc1	0.0	2	-39	3.6	-5	7	-2	-40	-4	-10	-8
O=C(Nc1ccccc1)N(Cc1ccc2c(c1)OCO2)Cc1nc2ccccc2c(=O)[nH]1	-0.3	0	-59	-3.0	0	-17	-2	-20	1	-21	0
Cc1ccccc1-c1nc(CN(C)C(C)c2ccon2)c(C)o1 (stereo unspecified)	0.1	-3	-13	3.9	-5	-1	0	-26	0	-21	1
C[C@@H]1CC=C[C@H]2[C@H]1C(=O)N(Cc1ccccc1)[C@H]2c1ccc(F)c(-c2ccc(N(C)C)cc2)c1	-0.2	-3	18	-0.1	-3	0	11	-21	-7	0	12
CC(C)CCn1c(O)c(N=NC(=O)Cn2ccc(C(F)(F)F)n2)c2ccccc21	0.4	1	3	-0.7	-1	-15	1	-17	-2	6	-18
CCCn1c(N2CCN(CC(=O)NCc3cccs3)CC2)nc2ccccc21	0.1	-1	21	-3.6	-4	10	-1	1	-1	9	-4
COc1cccc(C(O)c2ncc(-c3ccc4ccccc4c3)[nH]2)c1 (stereo unspecified)	-0.1	·	-145	4.3	-5	1	·	-18	-2	-68	7
Cc1ccc(Nc2nc(N)nc(CSC(=S)N3CCOCC3)n2)c(C)c1	0.2	0	-204	0.1	-3	-8	-57	-58	0	-168	-3
CCOc1ccc(/C(C)=N/N2C(=O)C(CC(=O)Nc3ccc(OC)cc3[N+](=O)[O-])SC2=Nc2cccc(C)c2C)cc1 (stereo unspecified)	-0.6	0	16	1.1	-5	0	0	15	-3	11	-18
Cn1nc([N+](=O)[O-])nc1Sc1ccc(C(C)(C)C)cc1	-0.1	1	-1	-1.0	-2	·	8	-27	0	-7	-1
COc1cccc(=O)c2c(C)n(-c3cc(C)cc(C)c3)c(C)c12	-0.5	-3	14	2.6	-6	-4	-6	-20	1	9	6
CN1CC2(C)OC(=O)C(Cl)=C2CC1c1ccccc1 (stereo unspecified)	-0.1	-1	5	-1.1	-4	2	-2	-15	4	5	9
O/N=C1\CCCCc2ccccc21	-0.1	0	6	-0.9	-9	4	-4	-8	4	1	18
O=C(NCC(c1ccco1)N1CCc2ccccc21)c1cccc(F)c1 (stereo unspecified)	0.0	-1	13	-0.2	-6	12	2	35	-2	28	10
CCCN1CCN(C(=O)CN2C(=O)COc3ccc(S(=O)(=O)N(CC)CC)cc32)CC1	0.0	3	5	-0.6	-3	2	-8	-7	-4	-2	5
COc1ccc(CCc2nnc(CCC(=O)N(C)Cc3ccncc3C)o2)cc1	-0.1	-1	-69	-0.9	1	-2	-17	-34	-1	-24	2
O=C(Nc1ccc(C(=O)N2CCN(c3ccccc3F)CC2)cc1)C1=CSCCO1	0.2	-3	-14	0.8	-5	-5	-13	4	-6	-34	-5
CCCN(C)C1CN(Cc2cn(Cc3ccc(C)cc3)nn2)S(=O)(=O)C1 (stereo unspecified)	0.1	·	-1	0.4	-11	·	·	5	-5	·	·
COc1ccc(OC)c(NC(=O)CN2C(=O)C3(OCCCO3)c3ccccc32)c1	-0.1	1	7	-0.9	-9	·	-2	-11	2	7	-4
O=C(NCC1CCCO1)c1cc(-c2ccccc2)nc2ccccc12 (stereo unspecified)	-0.1	-3	-1	0.3	-4	-2	3	24	2	8	-5
C=C(C)CN1C(=O)C(C)SC1=NN=C1SCC(=O)N1C (stereo unspecified)	0.1	·	7	0.9	-2	1	·	15	2	18	-7
CCN(C1CCCCC1)S(=O)(=O)c1cc2c3c(c1)CCN3C(=O)CC2	-0.1	-2	0	-0.2	-7	16	4	15	1	-7	6
CCN(C(=O)CCc1nnc2ccc(N3CCC4(CC3)OCCO4)nn12)c1ccccc1	0.0	3	18	1.2	-5	22	9	-20	-2	8	2
CC(=O)Nc1ccccc1C(=O)N1CCN(c2cccc(C)c2C)CC1	0.0	0	9	-1.0	-2	-12	-7	-18	-1	8	-5
Cc1ccc(Cc2c(-c3cccc(Cl)c3)nc3ccc(C)cn23)cc1	0.3	·	-309	-0.5	-4	·	·	-86	4	-132	·

Entries from the list above with two or more sulfur atoms (2):
SMILES	aDG glyco up	NR2E3 ag-1	HIF-2a inh	hiPSC survival	CaV13 ICDI inh	Vif imaging	MITF TRPM1 inh	NR2E3 ag-2	Granule exo inh	Peg3 promoter	PDI turbidity
Cc1ccc(Nc2nc(N)nc(CSC(=S)N3CCOCC3)n2)c(C)c1	0.2	0	-204	0.1	-3	-8	-57	-58	0	-168	-3
C=C(C)CN1C(=O)C(C)SC1=NN=C1SCC(=O)N1C (stereo unspecified)	0.1	·	7	0.9	-2	1	·	15	2	18	-7

Additional records follow.
SMILES	aDG glyco up	NR2E3 ag-1	HIF-2a inh	hiPSC survival	CaV13 ICDI inh	Vif imaging	MITF TRPM1 inh	NR2E3 ag-2	Granule exo inh	Peg3 promoter	PDI turbidity
CC(C)N(C(=O)[C@H]1C[C@H](CC(=O)NCCN2CCOCC2)C(=O)N2CCc3c([nH]c4cc(-c5ccco5)ccc34)[C@]12C)C(C)C	0.4	·	0	-0.6	-3	-2	-5	-41	6	-11	12
O=C(c1cc(-c2cccc(O)c2)on1)N1CCCCCC1	0.1	4	-268	-0.6	-7	-2	-94	-105	-5	-385	7
O=C(c1ccc(CNS(=O)(=O)c2ccc(Br)cc2)cc1)N1CCCCCC1	-0.1	-2	8	0.0	-3	-4	-5	2	2	22	9
COCCNc1nc(NCCOc2ccccc2)c2sc(-c3ccccc3)cc2n1	7.6*	·	-124	-2.9	-4	-2	·	-17	51	-15	-13
NC(=O)c1c(NC(=O)C2CCCO2)sc2c1CCCC2 (stereo unspecified)	-0.1	3	-97	-1.2	-17	0	-4	-20	-3	-41	14
CS(=O)(=O)N(CC(=O)NCCSCc1ccccc1)c1ccccc1	0.0	4	5	-0.5	3	-1	5	26	0	7	0
COc1ccc(C2=NOC(C(=O)NCCCN3CCOCC3)C2)cc1 (stereo unspecified)	0.0	-1	-2	-0.8	-5	4	1	-7	-3	5	-8
NCCCC[C@@H](C(=O)N1CCNCC1)n1cc(CCC(=O)O)nn1	-0.1	1	17	-1.2	-5	-2	-6	-3	19	-2	-2
Nc1c(Cl)cc(C2=NCCn3nc4cc([N+](=O)[O-])ccc4c32)cc1Cl	0.0	4	37	3.4	-11	-4	19	-10	24	39	-1
CCOc1ccc(-c2nnn(CC(=O)NCc3ccco3)n2)cc1OCC	-0.1	-3	0	2.3	·	6	-2	5	-4	4	-11
CCOc1ncccc1C(=O)Nc1cc(S(=O)(=O)N2CCCCC2)ccc1OC	0.0	-3	25	-0.4	-16	11	14	5	17	19	11
CC(NC(=O)[C@H](C)NC(=O)C1CC(=O)N(c2ccc3c(c2)OCO3)C1)c1ccccc1 (stereo partly specified)	-0.2	0	4	0.9	-4	-6	9	4	0	0	-3
CCOc1ccc(CCN2C(=S)N([C@@H](Cc3ccccc3)CN3CCCC3CN3C(=S)NC[C@@H]3Cc3ccccc3)C[C@@H]2Cc2ccc(O)cc2)cc1 (stereo partly specified)	0.0	·	-7	-1.3	-7	·	·	-4	-4	·	·
O=C(Nc1ccccc1)OCc1cnc(Cl)s1	-0.1	4	-74	-0.7	1	-6	-9	-7	17	-29	5
CC(C)(C)OC(=O)CNC(=O)c1[nH]cnc1C(=O)NC1CCNCC1	-0.3	·	4	3.3	-10	10	-11	19	-7	-2	-4
CCOC(=O)[C@]12CCCC=C1N(Cc1ccc3c(c1)OCO3)C(=O)[C@H](CC(=O)NCc1cccc(C(F)(F)F)c1)C2	0.1	·	-16	1.9	-4	·	·	29	9	·	·
Cc1ccc(S(=O)(=O)Nc2ccc3c(c2)n(C)c(=O)n3C)cc1	0.0	1	-19	-0.5	-3	9	6	33	-6	-1	-8
CC1CC(C)CN(c2oc(Cc3ccccc3)nc2C#N)C1 (stereo unspecified)	-0.4	-6	-9	-1.2	-15	-1	7	8	0	5	5
C=CCn1c(SCC(=O)NCC)nc2sc3c(c2c1=O)CCC3	0.0	2	17	0.5	-3	17	7	-15	-15	8	10
C=CCn1c(Cn2nnc3ccccc32)nnc1SCC(=O)N/N=C/c1cc(Br)cc(OC)c1O	0.0	-3	-6	11	·	7	-5	14	-1	-2	-11
COC(=O)c1c(NC(=O)COc2ccc(Cl)cc2Cl)sc2c1CC(C)(C)NC2(C)C	-0.4	2	16	-0.5	·	-1	57	-6	21	92*	-13
O=c1[nH]c(SCC2CCCCO2)nc2ccccc12 (stereo unspecified)	-0.3	1	-130	-3.2	-5	2	-14	-25	-1	-50	-3
CN(C(=O)c1ccc(NC(=O)Cc2ccc(NC(=O)C3CCN(C(=O)c4ccccc4)CC3)cc2)cc1)C1CC1	0.0	21*	-3	-1.3	19	-6	-11	-24	7	-14	-5
CC1=CC2=NC(=O)/C(=C/c3coc4ccccc4c3=O)C(=N)N2O1	-0.1	5	17	1.3	-28	1	11	-35	-3	9	10
Cn1c(=O)cc(NCCc2ccccc2)[nH]c1=O	0.0	-2	19	-1.7	·	-5	11	11	1	16	-1
N#Cc1ccc(NCCc2ccccn2)c([N+](=O)[O-])c1	0.1	3	-12	-0.2	-5	5	23	-8	6	33	7
Cc1cc(NC(=O)CS(=O)(=O)c2cn(Cc3cccc(Br)c3)c3ccccc23)no1	0.1	·	21	-0.1	-6	-14	·	-22	4	24	-2
Cc1cc(C(=O)COC(=O)c2ccc(Cl)c(S(N)(=O)=O)c2)c(C)n1CC1CCCO1 (stereo unspecified)	0.0	-4	-92	0.0	-3	-4	-12	39	0	-197	1
COC(=O)CCCn1cc(CN2CC(N3CCN(CCN(C)C)CC3)CS2(=O)=O)nn1 (stereo unspecified)	-0.1	·	17	0.2	-6	·	·	-8	-1	·	·
CCCCN(CCCC)CCCNC(=O)C12CN(Cc3ccccc3)CC1C(c1cccc([N+](=O)[O-])c1)=NO2 (stereo unspecified)	0.4	-4	-3	-4.0	19	-4	-3	7	0	-3	3
COc1ccc(/C=N/NC(=O)c2cc(C)on2)c2ccccc12	0.2	-3	-3	1.1	·	7	-7	-1	3	-8	1
COC(=O)Cn1c2ccccc2c2nc(C)sc21	-0.2	3	3	-1.3	-9	15	-28	6	4	-1	-1

Bioassay records deposited in PubChem BioAssay by several laboratories.
